VLA-4 inh: inhibition in human VLA-4 binding assay, primary screen, VLA-4 allosteric modulator project, MLPCN library, flow cytometry, VLA-4 expressing cells | Integrin alpha-4 (Homo sapiens), P13612 | ligand binding flow cytometry | inhibition, % (about 7 µM as worked out from the volumes in the protocol) | 330,000 tested, 0.2% active | AID 2557, 2010; in the data active means inhibition above about 50%
Yeast superoxide: reduction of superoxide in aged yeast, primary screen, HTS | S. cerevisiae aged cells, superoxide DHE fluorescence; hits give low values | superoxide response (% of plate mean), % at 10 µM | 330,000 tested, 0.18% active | AID 2690, 2010;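 active means superoxide response under a set limit, about three screen SD below normal, cut at about 65% in these data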;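 further: yeast aged for seven days with compound at 30 °C before DHE staining; 100% = average MFI of all compound-treated wells on the plate with controls excluded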
MEX-5 binding: MEX-5 zinc finger RNA-binding disruptors – biochemical, C. elegans, fluorescence polarization, MLPCN library, primary screen; Zinc finger protein mex-5 (Caenorhabditis elegans), Q9XUB2; MEX-5/FITC-TCR2 RNA binding; hits give low values; activity score (negative = inhibition of binding), % at 10 µM; 300,000 tested, 0.38% active;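 active means inhibition past about -25% in most replicates, and total fluorescence under double the plate's negative control median, limit read from the data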;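 further: 0% = DMSO and -100% = 5 µM competing unlabeled TCR2 RNA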
MCL1-BIM inh: inhibitors of MCL1 binding to BIM-BH3, primary screen, biochemical, fluorescence polarization. GST-MCL1 / FITC-Bim-BH3 fluorescence polarization. inhibition, % at 10.9 µM. 320,000 tested, 0.68% active. AID 2057, 2009;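 active means inhibition above the mean inhibition of all tested compounds plus 3 SD, set per campaign, cut at about 40% in these data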;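 further: 0% = DMSO wells and 100% = unlabeled Bim-BH3 peptide control; higher means more loss of mP so more displacement of Bim peptide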
Target sequence (Q07820 whole entry, looked up): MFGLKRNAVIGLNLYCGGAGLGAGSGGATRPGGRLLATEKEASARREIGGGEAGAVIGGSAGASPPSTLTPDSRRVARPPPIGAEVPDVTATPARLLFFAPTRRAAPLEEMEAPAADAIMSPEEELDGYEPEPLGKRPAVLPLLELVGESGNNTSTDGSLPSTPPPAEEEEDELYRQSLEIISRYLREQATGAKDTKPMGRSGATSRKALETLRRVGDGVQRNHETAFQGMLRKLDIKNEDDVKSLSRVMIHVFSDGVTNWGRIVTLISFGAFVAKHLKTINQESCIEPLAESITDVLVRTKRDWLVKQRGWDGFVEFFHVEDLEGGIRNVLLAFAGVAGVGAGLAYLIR
GLD-1 RNA inh: GLD-1/TGE RNA complex disruptors, primary screen, biochemical, fluorescence polarization; inhibition, % at 5.96 µM; purified GLD-1 + fluorescein TGE RNA; 320,000 tested, 0.44% active;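 active means percent inhibition above a per-plate cutoff, the plate mean of test compounds plus 3 SD, cut at about 30% in these data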;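 further: 0% = DMSO wells with GLD-1 and probe and 100% = wells lacking GLD-1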
CIT2-GFP yeast: modulators of CIT2-GFP expression in yeast, primary screen, S. cerevisiae, GFP fusion, multiplex flow cytometry, MLPCN library | S. cerevisiae CIT2-GFP strain, 3 h; 100 means same as DMSO wells | GFP response vs DMSO, % at 10 µM | 320,000 tested, 0.065% active;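 active means GFP response relative to DMSO above a set limit, near the screen mean plus 3 SD, cut at about 150% in these data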;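 further: ratio of well median GFP fluorescence to mean of DMSO wells on the plate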
AGP1-GFP MLPCN: modulators of AGP1-GFP expression in yeast TOR pathway, primary screen, cell-based, multiplex flow cytometry, S. cerevisiae, MLPCN library; 320,000 tested, 0.02% active; 3 h; GFP as percent of DMSO wells; GFP response vs DMSO, % at 10 µM;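 active means GFP response relative to DMSO above a set limit, near screen average plus 3 SD, cut at about 150% in these data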;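 further: median GFP channel fluorescence of the gated AGP1 strain per well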
Bcl-xL primary: inhibitors of human Bcl-xL, primary screen, biochemical, fluorescence polarization, HTS | AID 2129, 2009 | Bcl-2-like protein 1 (Homo sapiens), Q07817 | 320,000 tested, 0.7% active | inhibition, % at 10.9 µM | GST-Bcl-xL / FITC-Bim BH3 peptide fluorescence polarization;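 active means inhibition above the mean of all tested compounds plus 3 SD, cutoff set per campaign, cut at about 30% in these data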;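 further: 0% = DMSO wells and 100% = unlabeled Bim-BH3 peptide competitor; inhibitors lower millipolarization by displacing the labeled peptide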
GRK2 aptamer HTS: compounds blocking aptamer binding on GRK2 – biochemical, human GRK2, bead flow cytometry, HTS, primary screen | FAM-aptamer displacement from GRK2 | 330,000 tested, 0.59% active | AID 488847, 2010 | inhibition of aptamer binding, % at 10 µM | Beta-adrenergic receptor kinase 1 (Homo sapiens), P25098;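 active means inhibition of aptamer binding above 40%, roughly 3 SD of noise, on plates passing a quality check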;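 further: median bead fluorescence of bound FAM aptamer so fluorescent compounds give negative values; no value below 0 was filed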
Target sequence (P25098 whole entry, looked up): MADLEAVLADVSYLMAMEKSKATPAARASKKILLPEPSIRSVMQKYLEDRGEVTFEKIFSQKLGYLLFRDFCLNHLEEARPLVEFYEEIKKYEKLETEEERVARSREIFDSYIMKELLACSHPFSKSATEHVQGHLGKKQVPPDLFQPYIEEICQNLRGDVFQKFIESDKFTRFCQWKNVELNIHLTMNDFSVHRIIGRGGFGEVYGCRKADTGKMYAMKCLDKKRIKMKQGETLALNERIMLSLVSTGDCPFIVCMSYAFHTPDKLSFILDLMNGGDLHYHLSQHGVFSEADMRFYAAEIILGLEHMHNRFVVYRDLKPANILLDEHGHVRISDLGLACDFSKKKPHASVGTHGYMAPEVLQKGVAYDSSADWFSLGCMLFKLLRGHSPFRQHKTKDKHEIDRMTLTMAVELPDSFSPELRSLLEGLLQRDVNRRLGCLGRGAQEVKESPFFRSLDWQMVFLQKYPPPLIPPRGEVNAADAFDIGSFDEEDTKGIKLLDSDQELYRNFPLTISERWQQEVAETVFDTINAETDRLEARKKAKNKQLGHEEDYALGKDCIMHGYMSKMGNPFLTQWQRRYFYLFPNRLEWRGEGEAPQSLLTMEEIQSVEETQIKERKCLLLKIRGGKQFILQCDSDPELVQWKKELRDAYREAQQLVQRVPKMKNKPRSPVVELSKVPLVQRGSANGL
The depositor's hits bear a star; x = not tested or not shown; [ ] = another dose, or the depositor's remark.

compound	CIT2-GFP yeast	GRK2 aptamer HTS	Bcl-xL primary	MCL1-BIM inh	VLA-4 inh	GLD-1 RNA inh	AGP1-GFP MLPCN	Yeast superoxide	MEX-5 binding
CC(=O)N1CCN(S(=O)(=O)c2cccc(C(=O)OCC(=O)NC(=O)c3cccn3C)c2)CC1	94	5	6	-1	0	3	91	96	1.7
CCOC(=O)C(C(=O)OCC)N(C#N)c1nc(OC)nc(N(C)C)n1	111	1	1	-4	-13	7	101	93	1.7
Fc1cccc(Cc2noc(CN3CCC(c4ccncc4)CC3)n2)c1	112	0	-2	13	6	2	110	99	-2.2
COc1ccc(OC)c(S(=O)(=O)N(C)CC(=O)N2CCN(c3ccccc3F)CC2)c1	126	0	7	-2	4	6	111	122	1.8
CC(C)CC1NC(=O)c2ccc(Cl)cc2-n2c1nc1ccc(Cl)cc1c2=O (centres undefined)	105	0	x	x	8	6	104	106	x
O=C1C=C(c2cc(F)ccc2F)C[C@@H](c2ccc(Cl)cc2)C1	98	0	10	2	0	1	100	93	x
CC(=O)N1CCN(C(=O)CSc2cc(C)c(Br)cc2C)CC1	100	9	3	-3	14	1	100	107	0.3
COc1ccc(N2C(=S)NC3CS(=O)(=O)CC32)cc1 (centres undefined)	100	2	5	2	8	3	106	100	2.3
COCCn1c(Cc2ccccc2)nnc1SCC(=O)Nc1cc(C)on1	x	2	5	5	7	2	105	103	0.8
COc1cccc(NC(=O)CCNS(=O)(=O)c2cccc3nonc23)c1	104	0	-6	-6	5	3	106	106	-2.3
NNC(=O)C1CC(O)CN1S(=O)(=O)c1ccc2ccccc2c1 (centres undefined)	77	1	5	10	-1	3	79	110	x
O=C(c1cc2ccccc2cc1O)N1CCCC1	121	3	1	-9	10	2	102	104	0.2
CCOc1cc(/C=C(\C#N)C(=O)Nc2cccc(C(=O)O)c2)cc(Br)c1OC(=O)c1ccc(OC)cc1	94	0	1	4	0	9	95	80	-1.6
CCCNC(=O)CN(CCc1ccccc1)S(C)(=O)=O	106	0	2	-3	2	3	104	118	0.1
Cc1ccc(NC(=O)COC(=O)c2ccc(OCc3c(C)noc3C)cc2)cc1S(=O)(=O)N1CCOCC1	99	1	-2	-5	30	3	96	99	x
Cc1ccnc(NC(=O)C2CCN(S(=O)(=O)c3cccc(C(F)(F)F)c3)CC2)c1	113	0	-4	-7	-4	-4	97	116	3.2
CCOc1ccccc1NC(=O)CN1CCC(C(=O)c2ccc(OC)cc2)CC1	104	0	-1	-2	0	5	96	100	-1.3
COC(=O)c1cc(-c2cccs2)nc2ccccc12	86	0	0	-5	3	6	80	128	1.8
COc1cc(-c2nnc(SCC(=O)N(Cc3ccccc3)C(C)(C)C)o2)cc(OC)c1OC	93	0	-5	-3	9	2	93	104	0.9
Cc1[nH]c2ccccc2c1C(=O)COC(=O)C1CC(=O)N(Cc2ccco2)C1 (centres undefined)	89	1	6	5	-18	-2	101	74	-0.8
O=C(NCCSc1ccc(Br)cc1)c1ccccc1	73	0	3	3	-5	2	96	89	-1.5
COc1cc(C(=O)OC(C)CN2CCCCC2)cc(OC)c1OC (centres undefined)	96	1	6	-6	-6	1	99	102	-0.8
CCCn1c(SCC(=O)Nc2cccc(C(=O)OCC)c2)nnc1-c1ccoc1C	96	1	-1	0	-4	6	98	94	0.4
O=C1OC2(O)C3C4C=CC(C4)C3C(=O)N2c2ccccc21 (centres undefined)	89	1	2	3	7	-3	106	115	0.2
O=C(COc1ccc(C(=O)O)cc1)Nc1cccc(C(F)(F)F)c1	92	0	2	3	-6	8	96	98	1.4
CCOc1ccc(-c2nnc(SCC(=O)NC(C)(C)C)nc2-c2ccc(OCC)c(OC)c2)cc1OC	109	3	6	7	-1	2	108	96	-1.0
CCn1c(CNC(=O)Cc2ccc(OC)cc2)nnc1SCC(=O)Nc1nccs1	110	2	2	-4	-1	-3	111	111	-4.0
Cc1cc(NC(=O)CCC(=O)N(Cc2ccco2)C(C(=O)NC2CCCC2)c2ccc(F)cc2)no1 (centres undefined)	93	1	-1	6	8	0	97	89	-0.2
COc1ccc(NC(=O)CN(C)C(=O)CSc2ccc3c(c2)OCCO3)cc1	96[may fluoresce green]	0	3	1	0	-2	101[may fluoresce green]	88	1.9
Cc1cc(C)n(CCNc2nc3nonc3nc2N2CCCCC2)n1	94	1	3	0	0	1	101	97	-3.3
CC1CCc2ccc(F)cc2N1S(=O)(=O)c1cccs1 (centres undefined)	107	0	0	-8	4	-1	103	101	-1.1
COc1ccc(C(=O)CSc2ccccc2C(=O)O)cc1	102	0	0	-7	-1	2	94	118	-2.8
CCN(Cc1nc2cc(Cl)ccc2c(=O)[nH]1)C(=O)C1CC(=O)N(c2cccc3ccccc23)C1 (centres undefined)	97	2	-8	-27	0	-3	101	86	x
c1ccc(-c2nc3cccnc3nc2-c2ccccc2)cc1	105	0	8	6	1	1	77	112	1.0
COc1cc2c(cc1NC(=O)CN1CCN(S(=O)(=O)c3ccccc3F)CC1)oc1ccccc12	85	0	4	-1	-2	5	93	98	-1.2
Cn1nc(C(=O)Nc2cccc(S(=O)(=O)N3CCCC3)c2)c2ccccc2c1=O	97	0	-10	-23	-2	-2	96	118	x
Cn1nnnc1SCc1ccccc1F	x	0	3	9	8	3	104	70	-1.1
CN(CC(=O)Nc1ccccc1F)Cc1cccs1	83	0	2	3	24	-1	123	95	0.9
Cc1cccc(N2CCN(C(=O)c3ccccc3NC(=O)C3CCCCC3C(=O)O)CC2)c1 (centres undefined)	107	0	0	-2	-10	1	106	106	x
CC(=O)c1ccc(NC(=O)CNC2CCCCC2)cc1	101	0	-4	5	-18	1	99	113	2.5
Cc1cc(C)c(S(=O)(=O)N(CC(=O)N2CCCC2)C2CCCCC2)c(C)c1	100	1	4	-1	10	-1	106	94	0.1
O=C(O)C[C@H]1c2cc(F)ccc2S(=O)(=O)N1C1CCCCC1	90	0	3	5	4	-2	85	102	0.6
CCOC(=O)c1ccc(-n2ncc(C(=O)OCC)c2N)cc1	92	0	0	-2	18	8	102	94	-1.2
CCN(CC)S(=O)(=O)c1ccc(Cl)c(C(=O)OC)c1	99	3	5	4	-5	7	104	75	-3.0
CN(CC(=O)Nc1cc(S(=O)(=O)N2CCCC2)ccc1Cl)Cc1cccs1	103	2	5	6	2	-2	108	81	1.0
O=C(c1csc(Nc2cccc3ccccc23)n1)N1CCCC1	98	0	11	5	6	1	102	101	-0.3
COc1ccc(/C=N/n2cnn(Cc3ccccc3Cl)c2=S)cc1OC	81	0	6	6	12	4	98	99	-3.2
N#C/C(C(=O)N1CCOCC1)=C1/SC(Cc2ccc(F)cc2)C(=O)N1c1ccccc1 (centres undefined)	104	0	-10	-5	-7	1	102	82	-7.3
O=C(Nc1ccccc1)C(Cc1ccccc1)NC(=O)C12CC3CC(CC(C3)C1)C2 (centres undefined)	99	0	3	4	-14	-3	103	96	-1.1
COc1ccc(Cl)cc1NC(=S)N(Cc1ccc(C(=O)O)cc1)Cc1ccc(OC)c(OC)c1	88	8	3	-2	-3	4	85	107	-1.0

New compounds follow.
compound	CIT2-GFP yeast	GRK2 aptamer HTS	Bcl-xL primary	MCL1-BIM inh	VLA-4 inh	GLD-1 RNA inh	AGP1-GFP MLPCN	Yeast superoxide	MEX-5 binding
Cc1ccccc1-n1c(SCC(=O)Nc2c(C)cccc2C)nc(O)cc1=O	94	0	-5	-1	-6	-9	100	116	1.2
CC(C)C(=O)NNC(=O)CN1CCN(c2nc(-c3ccccc3)cs2)CC1	97	1	0	0	6	-4	103	94	-1.0
COc1ccc(/C=C/C(=O)OCC(=O)NCCC2=CCCCC2)cc1S(=O)(=O)N1CCOCC1	92	0	-6	-3	-1	8	109	103	0.0
COc1ccccc1N1CCN(C(=O)COc2cc(C)cc3oc(=O)cc(C)c23)CC1	100	1	9	6	4	-2	104	98	-0.2
O=c1ccc2c([nH]1)CCCCCCCCCC2	98	2	0	3	2	4	95	106	0.5
O=C(COC(=O)COc1ccccc1)Nc1cccc([N+](=O)[O-])c1	105	0	0	0	9	-8	99	88	2.1
COc1ccc(Cl)c(NC(=O)C/C(C)=N/NC(=O)CCc2ccccc2)c1	104	1	0	6	8	-1	103	105	2.6
CCO[C@H]1OC(C(=O)Nc2ccccc2)=C[C@@H](c2csc3ccccc23)[C@@H]1CCCO	x	x	5	1	x	2	x	x	-1.2
COC(=O)Cn1c(C(=O)N2CCCC2)cc2c1C[C@H]1CN(C(=O)c3ccccc3)[C@@](Cc3ccc(F)cc3)(C(=O)OC)[C@@H]21	107	0	2	4	34	5	94	99	x
c1ccc(CCCN2CCN(c3ccccc3)CC2)cc1	106	4	4	4	3	7	96	96	2.0
O=C(CN1CCN(Cc2ccccc2)CC1)c1ccccc1	88	1	9	4	-6	5	93	101	-0.3
O=[N+]([O-])c1cc(-c2ncccn2)c([N+](=O)[O-])s1	116	0	6	9	-1	1	105	118	1.0
COc1ccc(OC)c(-c2nc(CN(C)C(C)c3ccncn3)c(C)o2)c1 (centres undefined)	100	5	6	5	2	-1	x	106	5.1
COC(=O)c1scc(C)c1N1C(=O)c2ccccc2C1=O	100	0	-1	1	0	-2	110	95	x
C[C@H](CO)N1C[C@H](C)[C@@H](CN(C)S(=O)(=O)c2ccccc2)Oc2ccc(NC(=O)C3CCCCC3)cc2C1=O	99	1	x	x	-2	8	99	86	x
Cc1nc2ccc(S(=O)(=O)c3ccc4nc(C)[nH]c4c3)cc2[nH]1	93	0	-3	-6	0	-4	92	96	0.2
CCOc1ccc2nc(NC(=O)C(NS(=O)(=O)c3cccs3)C(C)C)sc2c1 (centres undefined)	96	0	0	4	-1	1	100	110	-2.0
CCc1ccc2nc(Nc3ncc(C(C)=O)c(C)n3)nc(C)c2c1	102	3	2	-2	12	2	105	94	-2.2
c1ccc2c(c1)ncn2-c1ccc(-c2ccnc(-c3ccncc3)n2)cc1	85	0	6	2	1	10	86	103	-1.1
COc1cccc(-c2nc(OC(C)C)c3ccccc3n2)c1	101	0	1	-1	2	8	98	112	-2.9
O=CC1=C(c2ccccc2)Oc2ccccc2O1	100	2	2	6	9	8	82	95	3.1
O=C(Nc1ccc(Cl)cc1C(=O)Nc1ccc(Br)cn1)c1ccco1	99	3	1	5	2	6	98	72	2.7
Cc1ccccc1NC(=O)C(C#N)Cc1cccnc1 (centres undefined)	100	8	2	1	7	2	106	92	-1.2
Cc1cc(C)n2cc(CSc3nnc(N)s3)nc2n1	109	0	6	2	-10	0	103	93	3.5
COc1cccc(N(CC(=O)NC2CCCCC2)C(=O)CCCC(=O)Nc2ccccn2)c1	94	0	1	4	2	3	81	98	0.9

Compound activity (PubChem)
